Source: PubChem BioAssay (National Center for Advancing Translational Sciences (NCATS))
Cycloheximide cs: counter-screen hit for Shiga toxin inhibitors, cycloheximide; AID 2314; max response, %; actives 12% (n = 300,000); cell reporter, cycloheximide protein synthesis inhibition counterscreen; in the data active = max response mostly above about 13%, no sharp cut-off; inactive = mostly below about 14%; note: read at 38.3 µM for the half of the compounds with a filed dose; 0% is about no effect
AmpC no deterg: inhibitors of E. coli AmpC beta-lactamase without detergent | Potency, µM (doses to about 57.1 µM), for inactives: at the highest dose activity change, negative = inhibition, usual class: inhibitors | AmpC nitrocefin hydrolysis, absorbance 480 nm, 0.0001% Triton | actives 0.52% (n = 330,000) | P00811 | AID 485341;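 note: potency is the fitted concentration of half-maximal effect; plate controls were no compound for no effect and no enzyme for full effect; nearly all actives have a fitted effect of over 20% in size; some results filed as inactive show a strong effect at the top dose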
Target sequence (P00811 whole entry, looked up): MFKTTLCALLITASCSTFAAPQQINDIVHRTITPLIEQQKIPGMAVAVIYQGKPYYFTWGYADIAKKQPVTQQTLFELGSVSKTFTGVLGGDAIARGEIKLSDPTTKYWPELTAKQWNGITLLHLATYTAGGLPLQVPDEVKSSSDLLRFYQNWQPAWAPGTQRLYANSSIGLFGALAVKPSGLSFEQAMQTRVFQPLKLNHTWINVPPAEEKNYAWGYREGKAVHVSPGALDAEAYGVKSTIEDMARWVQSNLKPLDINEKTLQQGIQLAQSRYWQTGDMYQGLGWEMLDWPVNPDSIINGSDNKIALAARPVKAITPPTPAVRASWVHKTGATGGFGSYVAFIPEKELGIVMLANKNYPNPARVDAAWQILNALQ
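AmpC (5.3 nM in the dispensed reagent) in 20 mM phosphate pH 7.0 with 0.01% (detergent screen) or 0.0001% Triton X-100 was preincubated with compounds for 15 min at room temperature. Nitrocefin was then added from an 800 uM solution, and hydrolysis was followed at 480 nm.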
AMA1-RON2 inh: disrupts binding of P. falciparum AMA1 to RON2; AlphaScreen AMA1-biotinylated RON2 peptide binding; Potency, µM (highest dose often 58.2 µM), for the others: at the highest dose activity change, negative = inhibition, usual class: inhibitors; actives 0.2% (n = 360,000); AID 720542;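 note: potency is the fitted concentration of half-maximal effect; 0% = vehicle wells and -100% = peptide control; nearly all actives have a fitted effect of over 45% in size; some results filed as inactive show a strong effect at the top dose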
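AMA1 (3D7) with his tag at 25 nM final met compounds first, then biotinylated RON2 peptide at 25 nM; detection used donor plus acceptor beads, 10 µg/mL apiece, read by AlphaScreen after 30 min at room temperature.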
HCMV inh: inhibitors of human cytomegalovirus | HFF cells, HCMV-luciferase reporter, 72 h; active compounds read low | activity change, negative = inhibition, % at 57.5 µM | actives 4.5% (n = 410,000); in the data active = activity change below about -60%; inconclusive = no clear call, values can overlap the other calls; inactive = above about -39%; note: % is set by controls: 0 for no effect and ±100 for the full control effect
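Two-dose cell screen: HFF monolayers treated with compounds and infected with luciferase-expressing HCMV at 1 PFU/cell, 72 h at 37C, then lysed for luciferase measurement.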
FBPA Giardia inh: Giardia lamblia aldolase inhibition. purified Giardia FBPA. Potency, µM (doses to about 59.6 µM), for the others: top-dose activity, negative = inhibition, usual class: inhibitors. actives 0.71% (n = 290,000). AID 2451; note: potency is the fitted concentration of half-maximal effect; % is set by controls: 0 for no effect and ±100 for the full control effect; nearly all actives have a fitted effect of over 55% in size
Target sequence (A8B2U2 whole entry, looked up): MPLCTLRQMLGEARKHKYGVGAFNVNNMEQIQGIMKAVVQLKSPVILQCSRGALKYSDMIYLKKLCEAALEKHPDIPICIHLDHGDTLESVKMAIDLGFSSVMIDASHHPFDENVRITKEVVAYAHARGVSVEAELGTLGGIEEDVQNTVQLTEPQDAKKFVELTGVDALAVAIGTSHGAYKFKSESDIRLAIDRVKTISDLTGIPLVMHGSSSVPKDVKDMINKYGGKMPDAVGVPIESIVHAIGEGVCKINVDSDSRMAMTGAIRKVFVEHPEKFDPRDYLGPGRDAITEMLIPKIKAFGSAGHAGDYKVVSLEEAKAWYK
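Giardia FBPA (40 nM reagent) was preincubated 10 min at RT with compound (up to 57.5 uM final), then substrate plus GAPDH/TPI/NAD/arsenate coupling system with diaphorase/resazurin was added; resorufin fluorescence (525/598 nm) was read after 20 min.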
Shiga toxin inh: Shiga toxin inhibition; AID 2315; actives 9.2% (n = 290,000); Vero cells, Shiga toxin protein synthesis inhibition reporter; inhibition, % at 38.7 µM; in the data active = inhibition mostly above about 28%, no sharp cut-off; inactive = mostly below about 43%; note: 0% is about no effect
AmpC detergent: blocks E. coli AmpC beta-lactamase in detergent assay. P00811. AmpC hydrolysis of nitrocefin, absorbance 480 nm, 0.01% Triton. Potency, µM (titrated, usually from 114 µM), for inactives: at the highest dose activity change, negative = inhibition, usual class: inhibitors. actives 0.041% (n = 370,000). AID 485294;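 note: potency is the fitted concentration of half-maximal effect; 0% = no-compound wells and -100% = no-enzyme wells; nearly all actives have a fitted effect of over 25% in size; some results filed as inactive show a strong effect at the top dose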
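AmpC (5.3 nM in the dispensed reagent) in 20 mM phosphate pH 7.0 with 0.01% (detergent screen) or 0.0001% Triton X-100 was preincubated with compounds for 15 min at room temperature. Nitrocefin was then added from an 800 uM solution, and hydrolysis was followed at 480 nm.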
Numbers without * were called inactive; ? = inconclusive; . = no result given; & = joins results of further samples; [ ] = dose if it differs, or a comment. Unless noted, calls come from the whole dose curve; as a rule, active = well fitted curve in the direction sought with a large enough effect; inconclusive = small, poorly fitted or top-dose-only effect, or another doubt; inactive = no such curve, though single readings can be large; an effect the other way counts as inactive or inconclusive.

SMILES	Cycloheximide cs	AmpC no deterg	AMA1-RON2 inh	HCMV inh	FBPA Giardia inh	Shiga toxin inh	AmpC detergent
CCN(CC)S(=O)(=O)c1cc(NC(=O)CNc2c(C)n(C)n(-c3ccccc3)c2=O)ccc1C	0	26%	13%	-16	10%	-7	-12%
COc1cc(CN2C(=O)NC(=O)C3(Cc4cc(C)ccc4N(C)C3)C2=O)cc(OC)c1 (stereo unspecified)	-3	-58%	11%	4	-15%	-11	0%
CCCCN1C(=O)Cc2c1nc(N)c1c(N)nc(N(CCC)CCC)c(C#N)c21	2	-54%	23%	-22	?	-9	-5%
CCCCn1c(CCl)nc2cc(S(=O)(=O)N3CCOCC3)ccc21	.	-14%	-10%[11.6 µM]	-23	.	.	.
O=C(NCCCn1ccnc1)c1noc2c1CCCC2	-3	-5%	-1%	?	1%	29	-9%
CN1CCN(c2ccccc2NC(=O)Cc2cn(C)c3ccccc23)CC1	-3	23%	14%	44	-4%	-16	-11%
CC1(C)Cc2c(sc3[nH]c(=O)n(CC(=O)NCC4CCCO4)c(=O)c23)CO1 (stereo unspecified)	6	-14%	14%	0	-14%	-6	3%
CC(C)OC(=O)c1nnc(-c2ccccc2)nc1OC(C)C	4	?	-7%	72	-3%	-8	0%
CCOC(=O)c1cnc2[nH]c3ccccc3n2c1=O	-3	-26%	-2%	59	2%	15	-2%
Cn1cnnc1Sc1cc(N2CCN(S(=O)(=O)c3ccc(Cl)c(Cl)c3)CC2)ccc1[N+](=O)[O-]	-4	46%	0%	-9	1%	1	3%
Cc1cc2c(=O)n(C)c(SCC(=O)c3cc4ccccc4o3)nc2s1	-2	-21%	-3%	5	-11%	15	-11%
CSc1ccccc1NC(=O)CN1CC(C)OC(C)C1 (stereo unspecified)	7	-6%	0%	-21	7%	-4	8%
O=C(O)/C=C/C(=O)OC1CC2CCC1C2 (stereo unspecified)	6	-24%	1%	0	2%	-1	4%
Cc1cccc(NC2=C(Cl)C(=O)OC2NC(=O)c2ccccc2)c1 (stereo unspecified)	-7	-26%	-1%	-6	5%	-4	0%
CC(C)N(C(=O)CN1CCN(S(=O)(=O)c2ccc(Br)s2)CC1)C(C)C	.	61%[activator]	-2%[11.6 µM]	-19	.	.	-3%
CC1CN(C(=O)c2ccccc2)c2ccccc2NC1=O (stereo unspecified)	-3	-6%	16%	108	2%	-1	0%
COc1ccccc1N(CC(=O)NCCc1ccccc1)S(C)(=O)=O	-4	23%	-3%	-15	10%	-18	-4%
O=C(NCCCN1CCOCC1)C1CC(=O)N(CCc2ccccc2)C1 (stereo unspecified)	4	0%	11%	2	4%	16	8%
Cc1ccc(NC(=O)C2CCCN(S(=O)(=O)c3cnc[nH]3)C2)cc1F (stereo unspecified)	-2	?	-3%	61	-11%	3	?
CN=C1c2cc3cc(OC)ccc3n2CCN1C	-2	265%[activator]	-5%	39	-4%	17	-10%
COc1cccc(/C=C2\SC(=S)N(CCCC(=O)N3CCCCC3CCO)C2=O)c1 (stereo unspecified)	1	208%[activator]	-24%	-110*	.	1	-6%
O=C(Nc1ccccn1)Nc1ccccc1[N+](=O)[O-]	40*	-51%	-1%	211	2%	47*	-4%
Cc1ccc(-c2[nH]ncc2/C=C(\C#N)C(=O)NC2CCCCC2)cc1	-1	-2%	-4%	-19	-1%	-15	-11%
COc1ccc(CNS(=O)(=O)c2c(C)[nH]c(C)c2C(=O)N2CCCCC2)cc1	2	-7%	-1%	0	1%	24	-10%
Cc1ccc(NC(=O)CSc2cccc[n+]2[O-])c([N+](=O)[O-])c1	22	-4%	17%	50	-1%	3	8%
COc1ccc(NC(=O)CSc2nnc(CC(=O)Nc3ccc(F)cc3)n2C)cc1	-3	-3%	-5%	29	5%	3	-12%
Cc1c(-c2nc(N)nc(Nc3ccc(F)cc3)n2)oc2ccccc12	22*	-6%	2%	62	3%	84*	-4%
CCCCCCCNC1=CC(=O)CC(c2ccco2)C1 (stereo unspecified)	19*	-6%	-22%	19	-20%	13	?
O=C(COC(=O)c1ccc(Cl)cc1Cl)Nc1cccc(S(=O)(=O)NC2=NCCC2)c1	.	-12%	0%	4	.	.	-14%
CN(Cc1ccccc1)C(=O)CCCn1c(=O)c2cccn2c2cccnc21	-1	3%	0%	-35	.	-5	-1%

Gathered by group, the compounds so far with a Cl atom
SMILES	Cycloheximide cs	AmpC no deterg	AMA1-RON2 inh	HCMV inh	FBPA Giardia inh	Shiga toxin inh	AmpC detergent
CCCCn1c(CCl)nc2cc(S(=O)(=O)N3CCOCC3)ccc21	.	-14%	-10%[11.6 µM]	-23	.	.	.
Cn1cnnc1Sc1cc(N2CCN(S(=O)(=O)c3ccc(Cl)c(Cl)c3)CC2)ccc1[N+](=O)[O-]	-4	46%	0%	-9	1%	1	3%
Cc1cccc(NC2=C(Cl)C(=O)OC2NC(=O)c2ccccc2)c1 (stereo unspecified)	-7	-26%	-1%	-6	5%	-4	0%
O=C(COC(=O)c1ccc(Cl)cc1Cl)Nc1cccc(S(=O)(=O)NC2=NCCC2)c1	.	-12%	0%	4	.	.	-14%

More records
SMILES	Cycloheximide cs	AmpC no deterg	AMA1-RON2 inh	HCMV inh	FBPA Giardia inh	Shiga toxin inh	AmpC detergent
COc1cccc(CCNCc2c(F)cccc2F)c1	14	-1%[11.4 µM]	-5%	-16	-29%	-4	?
COc1ccc(C=NNC(=O)c2ccccc2NS(=O)(=O)c2cccs2)cc1O	.	-48%	35%[activator]	-23	.	.	.
COc1ccccc1NC1=C(Cl)C(=O)OC1OC(=O)c1ccco1 (stereo unspecified)	1	-19%	-5%	8	0%	24	1%
CNC(=O)CN(c1ccc(C23CC4CC(CC(C4)C2)C3)cc1)S(C)(=O)=O	-5	64%[activator]	4%	-60*	-1%	-5	-3%
O=c1c2cc([N+](=O)[O-])ccc2nc2n1CCC2	-3	-7%	1%	?	7%	-7	3%
Cc1ccc(OCc2nc(-c3ccccn3)no2)c(Br)c1	11	7%	15%	0	0%	21	-3%
CCN(CCn1cccn1)C(=O)CCc1nnc(CCc2ccccc2OC)o1	3	16%	14%	27	4%	34	-2%
CCn1ccnc1CN(C)C(=O)CC1C(=O)NCCN1Cc1c(F)cccc1Cl (stereo unspecified)	-2	-4%	-13%	-9	-13%	-3	2%
CCCC(=O)N/C(N)=N/c1nc(C)c2ccccc2n1	17*	-44%	-18%	-9	-13%	18	-2%
CCc1ccc(NC(=O)C2(C)Cc3ccccc3C(=O)O2)cc1 (stereo unspecified)	26*	0%	13%	-36	-8%	41*	7%
Cc1ccc(-c2cc(C(=O)Nc3nccs3)c3ccccc3n2)o1	-2	-18%	83%[activator]	83	-9%	-5	-6%
O=C(Nc1ccc(S(=O)(=O)Nc2ncccn2)cc1)C12CC3CC(CC(Cl)(C3)C1)C2	.	-22%	-2%	15	.	.	.
O=C1CCN(Cc2nc(-c3ccc(Cl)cc3)no2)CCN1	5	-1%	-2%	-29	0%	29	-1%
Nc1c(NCc2ccccc2)c(=O)c1=O	-2	-16%	-7%	?	2%	-14	2%
Cc1cc(C(=O)COC(=O)c2ccc[nH]c2=O)c(C)n1C1CC1	27*	-12%	18%	-1	1%	58*	-7%
CCc1ccc(N2CC(C(=O)Nc3ccc(S(=O)(=O)Nc4nccs4)cc3)CC2=O)cc1 (stereo unspecified)	-3	-28%	2%	-28	9%	17	-10%
O=C(CSc1nc2ccccc2c(=O)n1CCCO)NC1CC1	.	-17%	-21%	0	.	.	8%
O=C(COC(=O)c1n[nH]c(=O)c2ccccc12)c1ccccc1	11	-22%	-5%	-38	-1%	3	?
O=C(C[n+]1cc(Br)cc2ccccc21)c1ccccc1	9	-17%	-5%	3	-7%	11	1%
FC(F)Oc1ccc(/C=N/N2CCCCC2)c(OC(F)F)c1	32*	-28%	.	.	-3%	79*	-4%
C=CCN1C(=NC(=O)CCC(=O)O)SC2CS(=O)(=O)CC21 (stereo unspecified)	-3	-8%	-4%	14	-3%	-6	?
Cc1cc(SC(C)C(=O)Nc2c(C)n(C)n(-c3ccccc3)c2=O)nc2ccccc12 (stereo unspecified)	-2	74%[activator]	0%	12	-1%	-18	-13%
CC(C)CC(=O)Nc1cc(NC(=O)CC(C)C)cc(C(=O)NC(C)(C)C)c1	16	-2%	10%	-16	4%	-13	4%
CCC(C)(C)n1nnnc1C(c1ccc(C)cc1)N1CCC(C)CC1 (stereo unspecified)	8	30%	-23%	?	-14%	16	?
Cn1cccc1Cc1nnc(SCC(=O)NC2CCCCC2)n1CCc1ccccc1	-4	149%[activator]	0%	0	0%	-6	?
CCc1cc2c(CN3CCN(Cc4ccccc4)CC3)cc(=O)oc2cc1O	-5	-30%	-15%	-39	?	-7	-1%
CCCc1ccc(S(=O)(=O)Nc2ccc(C)c(NS(C)(=O)=O)c2)cc1	4	-35%	13%	-27	2%	-9	10%
O=C(Cn1nc(Cc2ccncc2)c2ccccc2c1=O)N1CCN(C(=O)c2ccco2)CC1	-2	?	-21%	18	-7%	-7	?
CCN(CC(=O)Nc1cc(Cl)ccc1C)C(=O)Cc1sc(C)nc1-c1ccc(F)cc1	.	80%[activator]	-14%	-21	.	.	-18%
CCC1(C2=NCCN2)Cc2ccccc2O1 (stereo unspecified)	.	-15%	-1%	-9	4%&-9%	.	?
CCOC(=O)CSC1=N/C(=C\c2cc(OC)c(OC)c(OC)c2)C(=O)N1C	-5	-8%	-7%	4	-2%	-13	0%
CC(C)(C)CNc1cc(N2CCOCC2)ccc1[N+](=O)[O-]	-2	17%	-16%	-21	-12%	-12	4%
COc1ccc2c(/C=N/Nc3ccc(C(=O)O)cc3)c[nH]c2c1	47*	-40%	1%	-7	-6%	133*	-3%
CC(=O)c1ccc(NC(=O)C(C)N(C)CC(=O)Nc2ccc(N3CCOCC3)cc2)cc1 (stereo unspecified)	6	14%	23%	-2	0%	21	9%
COc1ccc(C(=O)NCC(c2ccco2)N2CCc3ccccc32)cc1 (stereo unspecified)	.	-24%	9%	?	.	.	-12%
CCOC(=O)Cc1csc(NC(=O)CSc2cc(Cl)ccc2Cl)n1	-3	-4%	0%	7	-19%	14	-8%
Cc1onc(-c2ccccc2)c1C(=O)N1CCN(c2ccccn2)CC1	-2	18%	-1%	9	.	-2	-12%
O=C(CCNS(=O)(=O)c1cccc2nsnc12)N1CCN(c2ccccn2)CC1	-4	-3%	.	.	-21%	13	2%
O=C(NC(Nc1ccccn1)C(Cl)(Cl)Cl)c1ccccc1 (stereo unspecified)	1	-39%	13%	-4	-9%	-3	2%
Cc1ccc(C)c(-n2c(CNc3ccc(F)cc3)nnc2SCC(N)=O)c1	-3	46%	3%	-32	-4%	-16	-9%
COc1ccc(C2C(C(C)=O)=C(C)N=c3s/c(=C\c4ccco4)c(=O)n32)c(OC)c1 (stereo unspecified)	-4	36%	?	-14	-19%	19	?
COCCOC1CCN(C(=O)c2cc(COc3ccc(F)cc3F)on2)CC1	23*	74%[activator]	-5%	17	-5%	75	4%
